Screens as filed in PubChem.
Dengue-2 NS5 capping = Dengue-2 NS5 methyltransferase inhibitors, primary screen, biochemical, confirmation dose response (AID 588689) | Dengue-2 NS5 methyltransferase capping enzyme assay, biochemical; higher % means a stronger effect | inhibition, % at 25 µM; hits with a dose series show IC50 in µM | 340,000 tested, 0.3% active; in the data active means a potency from the dose series; inconclusive means inhibition above about 29% without an active follow-up result
Myeloid diff MLP = compounds promoting myeloid differentiation. ER-HoxA9 myeloid progenitors, lysozyme-GFP differentiation, flow cytometry. calls only at 10 µM. 360,000 tested, 1% active;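 active means normalized GFP-positive differentiation at or above the plate's own cutoff, the solvent-only control mean plus 3 SD; inconclusive means no clear call, values can overlap the other calls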;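 further: cells exposed to compound for four days before flow analysis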
AID2073 = disruptors of CaV2.2 binding to Mint1 – biochemical, HTRF (AID 2073) | HTRF protein-protein interaction, Mint1-CaV2.2; higher % means a stronger effect | one-dose inhibition, % at 20 µM; IC50 in µM for titrated hits | 290,000 tested, 0.19% active; in the data active means inhibition mostly above about 51%, no sharp cut-off; inconclusive means no clear call, values can overlap the other calls; inactive means mostly below about 53%; further: some results filed as inactive read as strong as hits
Siah-1 displacement = Siah-1 peptide-binding antagonists, primary screen, biochemical, fluorescence polarization, rhodamine-plectin, uHTS (AID 1817) | Siah-1 / rhodamine-plectin peptide fluorescence polarization; higher % means a stronger effect | 290,000 tested, 0.02% active | displacement, % at 20 µM, or IC50 in µM where a hit was titrated;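 active means displacement of at least 50% at 20 µM, with a fluorescence ratio check between 0.3 and a set limit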;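 further: plate controls were Siah plus tracer with DMSO for no effect and tracer alone without Siah for full effect; strong numbers were not always called active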
Lipid droplet = hepatic lipid droplet formation modulation | AML12 mouse hepatocytes, oleate lipid droplets, BODIPY imaging | inhibition, % at 6.5 µM | 240,000 tested, 0.4% active;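 active means lipid droplet intensity inhibited by at least 50%, with more than 500 cells counted; inconclusive means wells with under 300 cells, treated as cytotoxic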
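material = mouse AML12 hepatocyte cell line, fixed after treatment | also added = 100 µM oleic acid challenge | doses = compound at 6.5 µM only | schedule = overnight exposure | technique = Image-based BODIPY and DAPI two-channel analysis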
HIV peptide binding = cell-free HIV fusion peptide-binding blockers – biochemical, uHTS, fluorescence dequenching, primary screen (AID 1986); 290,000 tested, 0.3% active; one-dose inhibition, % at 20 µM; IC50 in µM for titrated hits; cell-free peptide binding, fluorescence dequenching, 30 min; higher % means a stronger effect; in the data active means inhibition mostly above about 52%, no sharp cut-off; inactive means mostly below about 76%; further: some results filed as inactive read as strong as hits
NOD2 inhibition = NOD2 signaling inhibitors, cell-based, luminescence, uHTS, HEK293 (AID 1566) | one-dose inhibition, % at 4 µM; EC50 in µM for titrated hits | 290,000 tested, 0.63% active | HEK293 NOD2/NF-kB luciferase reporter, luminescence; higher % means a stronger effect; further: many of its hits are not listed in these tables
LYP phosphatase = inhibitors of LYP phosphatase, biochemical, fluorescence intensity, uHTS (AID 1779) | recombinant LYP phosphatase, fluorescence intensity; higher % means a stronger effect | one-dose inhibition, % at 11.5 µM; IC50 in µM for titrated hits | 290,000 tested, 0.054% active;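 further: plate controls were vehicle with enzyme for no effect and no enzyme for full effect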
XIAP displacement = XIAP antagonists, biochemical, IAP family, fluorescence polarization (AID 1018); 200,000 tested, 0.007% active; XIAP BIR domain, fluorescence polarization peptide displacement; higher % means a stronger effect; displacement, % at 20 µM, or IC50 in µM where a hit was titrated; in the data active means displacement above about 50%; further: a part of the inactive calls stands beside numbers as strong as those of hits
Lipid droplet cells 6.5 µM = second read-out of Lipid droplet, no call of its own (marks repeat the call); cell count; measured here: cell count, cytotoxicity flag;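 cells counted across two imaged fields per well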
Dengue-2 NS5 capping pilot replicate = recorded beside Dengue-2 NS5 capping, whose call it bears; inhibition, %; measured here: pilot screen replicate inhibition
Myeloid diff MLP GFP+ MAC1+ % = further read-out of Myeloid diff MLP, marked with its call; GFP+ MAC1+ double positive, %; measured here: differentiation confirmed by MAC1 staining
Active calls of the source: *; i = inactive; ? = inconclusive; . = no result given; + = active, no number. Unless noted, no stated cut-off is given here; in the data, active means inhibition above about 50%; inactive means the rest. This is a subset, so the mix of outcomes need not match the whole.

SMILES | Dengue-2 NS5 capping | Myeloid diff MLP | Myeloid diff MLP GFP+ MAC1+ % | AID2073 | Siah-1 displacement | Lipid droplet | Lipid droplet cells 6.5 µM | HIV peptide binding | NOD2 inhibition | LYP phosphatase | XIAP displacement | others
COc1ccc(CC(C)CC(=O)NCCc2ccc(OC)c(OC)c2)cc1 (centres undefined) | -4% | i | 1.2 | -5% | 11% | 22 | 798 | 1.0% | 0% | -6% | .
CC1CCCCC1Nc1nc2ccc(Cl)cc2n2cnnc12 (centres undefined) | -5% | i | 3.1 | 14% | 6% | 12 | 845 | -2.3% | 14% | -5% | .
CCS(=O)(=O)Nc1cc2c3c(c1)CCC(=O)N3CCC2 | 5% | i | 5.2 | 11% | -4% | 8 | 741 | -0.5% | 3% | -10% | .
COc1ccc(/C=N/NC(=O)c2nc(-c3ccccc3)cc(-c3ccccc3)n2)cc1OC | -2% | i | 0.7 | 32% | 4% | . | . | 0.5% | -34% | 6% | 1.2%
Cc1onc(-c2ccc(Cl)cc2)c1-c1ccnc(SCC(=O)Nc2cc(Cl)cc(Cl)c2)n1 | -5% | i | 0.1 | 5% | 12% | 11 | 737 | -0.5% | -19% | 2% | .
CC1CCN(c2nc3c(c(=O)[nH]c(=O)n3C)n2CCSc2nc3ccccc3o2)CC1 | . | . | . | 5% | 3% | -7 | 599 | -3.3% | 1% | -4% | -4.8%
CCCCOc1ccc(C(=O)N2CC(C)OC(C)C2)cc1 (centres undefined) | -2% | i | 7.3 | -8% | -7% | 0 | 827 | -2.0% | -4% | -8% | 0.9%
O=C1NC(=O)C2C1C(c1ccccc1)N1C3C(=O)NC(=O)C3C(c3ccccc3)N21 (centres undefined) | 3% | i | 0.7 | 30% | 1% | -6 | 723 | -1.3% | 16% | -10% | -5.8%
CN(C)S(=O)(=O)Oc1ccsc1C(=O)Nc1ccc(Br)cc1 | -12% | i | 0.4 | 2% | 0% | 10 | 703 | 1.8% | 5% | 6% | -3.7%
CC1=C(C(=O)OC2CCCCC2)C(c2ccccc2F)NC(=O)N1 (centres undefined) | -4% | i | 0.8 | 10% | -3% | -8 | 817 | 2.1% | -18% | -6% | .
CC(C)c1ccc(C2=NN(c3ccccc3)C(=O)CC2)cc1 | 5% | i | 0.4 | 5% | -1% | 14 | 686 | 3.3% | 1% | 6% | -7.6%
CCOC(=O)CSc1nnc(CNC(=O)c2cccc(C)c2)n1C | -4% | i | 0.2 | 3% | 2% | 1 | 650 | -0.3% | 7% | -2% | -2.8%
O=C(c1cc2ncc(CCCl)cn2n1)N1CCCCCC1 | 3% | i | 1.2 | 10% | -2% | 13 | 664 | 2.0% | 6% | 3% | -6.4%
COc1cc(/C=N/NC(=O)CCC(=O)Nc2ccc(C)cc2)ccc1O | -13% | i | 0.3 | -4% | -4% | 2 | 552 | -3.0% | 16% | -8% | -0.2%
Cc1ccc(-n2nc(C)c3c2OC(N)=C(C#N)C3c2ccco2)cc1 (centres undefined) | 40% | i | 0.8 | -32% | -3% | . | . | 9.8% | 6% | -2% | -5.8%
CCOc1ccc(C(C)NC(=O)C2CCC2)cc1 (centres undefined) | -5% | i | 0.4 | 4% | 1% | -24 | 651 | -1.9% | 2% | -2% | -4.9%
COc1ccc(CNC(=O)CCCCCNc2nc(=S)[nH]c3ccccc23)cc1 | 5% | i | 0.4 | 8% | -1% | 2 | 692 | 0.1% | 14% | -1% | 3.6%
O=C(C(=O)N1CCCc2ccccc21)c1cn(CC(=O)N2CCOCC2)c2ccccc12 | 1% | i | 0.2 | ? | 16% | -6 | 710 | -1.6% | 8% | -2% | -5.4%
CC(=O)N1CCC(N(CCN2CCOCC2)C(=S)Nc2ccccc2C)CC1 | -4% | i | 0.5 | -15% | 3% | 7 | 687 | 3.1% | 13% | -7% | -7.6%
COC(=O)c1[nH]c2cc(C)ccc2c1NC(=O)CN1CCCc2ccccc21 | 19% | i | 1.5 | -8% | 3% | . | . | -1.1% | -96% | 7% | 0.4%
COc1cc(NC(=O)COc2ccc(-n3ccnc3)cc2)cc(OC)c1 | -3% | i | 0.7 | -1% | 0% | -16 | 620 | -0.4% | 10% | -7% | -9.3%
Cc1c(NC(=O)COC(=O)c2cc(-c3cccc4ccccc34)nc3ccccc23)c(=O)n(-c2ccccc2)n1C | 12% | i | 0.9 | 19% | 21% | 0 | 626 | 12% | -4% | 1% | -6.7%
c1ccc(-c2oc3ncnc(N4CCOCC4)c3c2-c2ccccc2)cc1 | . | . | . | 5% | 5% | -12 | 720 | -2.7% | 7% | -5% | -8.4%
c1ccc(CCc2nn3c(Cn4cnc5ccccc54)nnc3s2)cc1 | -6% | i | 1.9 | 5% | -4% | -2 | 655 | -1.7% | 13% | -1% | 2.0%
O=C(Nc1ccc2c(c1)OCO2)c1cc2ncc(Br)cn2n1 | 3% | i | 0.9 | ? | 9% | 69* | 804* | -2.7% | -31% | -6% | 2.3%
Cc1ccc(C(C)C)c(OCCCn2ccnc2C)c1 | 1% | i | 0.7 | -1% | 13% | 0 | 813 | -0.5% | 9% | -8% | .
O=C1C2CCCCC2C(=O)N1c1ccc(NC2CCN(Cc3ccccc3)CC2)c([N+](=O)[O-])c1 (centres undefined) | 8% | i | 0.3 | 2% | -5% | 3 | 675 | -0.8% | 8% | 1% | -3.9%
CCCCOC(=O)Cn1c2ccc(OC)cc2c2nc3ccccc3nc21 | ? | i | 1.8 | 37% | -1% | -2 | 753 | 53%* | -8% | -10% | -7.6%
CS(=O)(=O)N1CCN(C(=O)Cc2ccc(Br)cc2)CC1 | -1% | i | 0.3 | -2% | -2% | 1 | 816 | 1.7% | 12% | -10% | . | Dengue-2 NS5 capping pilot replicate=1.2
O=C(Nc1ccc(N2CCOCC2)cc1)c1cccc(S(=O)(=O)N2CCCCC2)c1 | -5% | i | 0.7 | -12% | -1% | 9 | 800 | -2.7% | 18% | 6% | -9.1%
CCCCc1cc(=O)oc2cc(OCC(=O)NC3CCN(Cc4ccccc4)CC3)ccc12 | 1% | + | 6.0* | 45% | 0% | -1 | 750 | -0.5% | 28% | -6% | .
COc1ccc(C(CNC(=O)c2cccnc2SC)N2CCOCC2)cc1 (centres undefined) | 0% | i | 2.1 | -5% | -1% | . | . | 1.0% | -8% | 1% | 3.4%
CCn1c(SCC(N)=O)nc2cc(S(=O)(=O)N3CCOCC3)ccc21 | -8% | i | 0.3 | 10% | 0% | -1 | 660 | -1.0% | -2% | -4% | -8.2%
COc1cc2c(cc1NC(=O)COCC(=O)O)oc1ccccc12 | -5% | i | 0.5 | 12% | 13% | -1 | 819 | 0.0% | -4% | -2% | .
COc1cc(COCC(O)CN2C(C)CCCC2C)cc(OC)c1OC (centres undefined) | 2% | i | 0.2 | 1% | 4% | -1 | 838 | -0.3% | -15% | -4% | .
Cc1nc2ccccc2n1CC(=O)NC(C)C1CC2CCC1C2 (centres undefined) | -7% | . | . | 6% | 1% | -6 | 671 | 1.8% | 13% | 1% | -5.9%
Nc1c(Cl)ncnc1N/N=C/c1ccncc1 | . | i | 0.4 | -10% | 9% | 7 | 730 | 0.0% | 4% | -5% | .
CCOc1ccc(-c2cc(CCCC(=O)Nc3cccc(OC)c3)no2)cc1 | 3% | ? | . | -1% | -1% | 15 | 712 | -0.8% | 19% | 1% | -2.2%
O=C(C(Cc1ccccc1)n1cccc1)N1CCN(C2CCCCC2)CC1 (centres undefined) | -4% | i | 5.5 | 14% | 1% | . | . | 1.5% | -3% | -4% | -4.6%
C=C1CCC[C@]2(C)C[C@H]3OC(=O)C(CN(C)CC(OC)OC)[C@H]3CC12 (some centres undefined) | -6% | i | 1.2 | ? | 4% | . | . | -0.8% | 12% | -7% | .
CCCCC(c1nnnn1C(C)C)N1CCN(C(=O)c2ccco2)CC1 (centres undefined) | 6% | ? | . | 10% | 2% | -1 | 775 | 0.0% | -5% | -7% | .
O=C(Cc1ccccc1)Nc1nc2ccccc2[nH]1 | -4% | i | 4.6 | 0% | 8% | . | . | -0.1% | -11% | -8% | -1.4%
CC(=O)c1c(O)c2ccccc2n(C)c1=O | -15% | . | . | 16% | 5% | -2 | 701 | -2.6% | 3% | -4% | -6.2%
CCn1nnnc1NC(=O)c1ccc2ccccc2c1 | -2% | i | 0.3 | -3% | 2% | -2 | 740 | 2.1% | -1% | -9% | -5.8%

Gathered by group, those above containing a halogen.
SMILES | Dengue-2 NS5 capping | Myeloid diff MLP | Myeloid diff MLP GFP+ MAC1+ % | AID2073 | Siah-1 displacement | Lipid droplet | Lipid droplet cells 6.5 µM | HIV peptide binding | NOD2 inhibition | LYP phosphatase | XIAP displacement | others
CC1CCCCC1Nc1nc2ccc(Cl)cc2n2cnnc12 (centres undefined) | -5% | i | 3.1 | 14% | 6% | 12 | 845 | -2.3% | 14% | -5% | .
Cc1onc(-c2ccc(Cl)cc2)c1-c1ccnc(SCC(=O)Nc2cc(Cl)cc(Cl)c2)n1 | -5% | i | 0.1 | 5% | 12% | 11 | 737 | -0.5% | -19% | 2% | .
CN(C)S(=O)(=O)Oc1ccsc1C(=O)Nc1ccc(Br)cc1 | -12% | i | 0.4 | 2% | 0% | 10 | 703 | 1.8% | 5% | 6% | -3.7%
CC1=C(C(=O)OC2CCCCC2)C(c2ccccc2F)NC(=O)N1 (centres undefined) | -4% | i | 0.8 | 10% | -3% | -8 | 817 | 2.1% | -18% | -6% | .
O=C(c1cc2ncc(CCCl)cn2n1)N1CCCCCC1 | 3% | i | 1.2 | 10% | -2% | 13 | 664 | 2.0% | 6% | 3% | -6.4%
O=C(Nc1ccc2c(c1)OCO2)c1cc2ncc(Br)cn2n1 | 3% | i | 0.9 | ? | 9% | 69* | 804* | -2.7% | -31% | -6% | 2.3%
CS(=O)(=O)N1CCN(C(=O)Cc2ccc(Br)cc2)CC1 | -1% | i | 0.3 | -2% | -2% | 1 | 816 | 1.7% | 12% | -10% | . | Dengue-2 NS5 capping pilot replicate=1.2
Nc1c(Cl)ncnc1N/N=C/c1ccncc1 | . | i | 0.4 | -10% | 9% | 7 | 730 | 0.0% | 4% | -5% | .
